Screening data from PubChem BioAssay.
PrPC TRFRET: reduces human prion protein on the cell surface | P04156 | cell surface PrPC, TR-FRET read-out | inhibition, % at 13.8 µM | 0.43% of 370,000 active; in the data active = inhibition above about 24%; also: 0% = median of the test wells and 100% = reference compound wells
* hit, by the source's call. This is a subset, so the mix of outcomes need not match the whole.

SMILES	PrPC TRFRET
CCCCCNC(=O)C(c1ccnc2ccccc12)n1c(=O)c(-c2ccccc2)nc2ccccc21 (stereo not drawn)	12.2
C=CCN=C1NC(c2ccc(C(F)(F)F)cc2)C(C(=O)OC)=C(C)N1Cc1ccccc1C(F)(F)F (stereo not drawn)	-10.2
Cc1ccc(S(=O)(=O)N2[C@H](CC(=O)c3ccccc3)OC[C@@H]2C(C)C)cc1	3.7
CC(C)C[C@H]1COc2c(Cl)cccc2S(=O)(=O)N1	5.1
CCOC(=O)[C@@]12CCCC=C1N(CCc1ccc(Cl)cc1)C(=O)[C@H]2CC(=O)NCc1cccc2ccccc12	3.0
CN(C)c1cccc2c(S(=O)(=O)NCC3CCN(C(=O)C(=O)c4cc5ccccc5o4)CC3)cccc12	-1.5
C[C@H]1[C@@H](NC(=O)c2ccc(Cl)c(C(F)(F)F)c2)CC[C@@]23CCCN2C(=O)CCC[C@@H]13	3.5
CCN(CC)C(=O)CC[C@H]1CC[C@]2(CCCN(S(=O)(=O)C3CCCCC3)C2)O1	5.5
COc1ccc2c(c1)N[C@@](CCN1C(=O)c3ccccc3C1=O)(c1[nH]c3ccccc3c1CCN1C(=O)c3ccccc3C1=O)C2=O	-5.8
O=C(Cn1nc(-c2ccccc2)ccc1=O)NCCc1cccc(F)c1	-6.0
O=C(CSc1nc2ccccc2s1)N=Nc1c(O)[nH]c2ccccc12	-4.7
Nc1[nH]c(C(=O)c2ccccc2)c(-c2ccc3ccccc3c2)c1C(=O)NC1CC1	-3.0
CN1CC[C@@H]2CN[C@H](c3ccccc3)C[C@@H]21	-5.8
CCCCc1nnn2c1C1c3cc(Br)ccc3CCN1C(=O)C2 (stereo not drawn)	1.6
COC(=O)[C@]12CCCCC=C1N(CCc1ccc(OC)c(OC)c1)C(=O)[C@H](CC(=O)NCc1cccs1)C2	-0.4
Cc1ccc2c(COn3nnc4ccc(S(=O)(=O)N(C)C)cc43)cc(=O)oc2c1C	0.3
CC(C)(C)c1ccc(-c2nnc(SCc3cccc4ccccc34)n2Cc2ccco2)cc1	16.0
COC(=O)[C@]12C[C@H](CC(=O)NCC3CCCCC3)C(=O)N(Cc3ccc4c(c3)OCO4)C1=C[C@H](C(C)C)O[C@@H]2C1CC1	-0.2
CC(C)C[C@@H]1COc2cc(Br)ccc2S(=O)(=O)N1Cc1cn(CCC2OCCO2)nn1	4.0
O=C(c1cc(C2CC2)on1)N(C1CCCCC1)C1CCCCC1	-2.8
O=C(C(=O)N1CCN(S(=O)(=O)c2ccc(OC(F)(F)F)cc2)CC1)c1cccc(C(F)(F)F)c1	0.0
O=C(CSc1nnc(-c2cccc(Cl)c2)n1Cc1ccco1)c1ccc(F)cc1	-0.7
COc1ccc2c(c1)[C@]1(C(=O)N2C)C2=C(CCCC2=O)Oc2cc(C)oc(=O)c21	2.1
Cc1cccc(CNC(=O)NC2CCCCN(Cc3cccc(Cl)c3)C2=O)c1 (stereo not drawn)	7.5
N#Cc1ccc(C(=O)NCC2CCN(C(=O)C(=O)c3cccs3)CC2)cc1	-4.7
COC1=C[C@H](C(=O)N[C@H]2CCCC[C@@H]2NC(C)=O)[C@H](C)[C@@H](c2ccccc2)CC1=O	8.5
CCOC(=O)[C@@]12CCCC=C1N(CCc1ccc(Cl)cc1)C(=O)[C@H]2CC(=O)N1CCCCC1	4.3
Cc1cccc(NC(=O)CCS(=O)(=O)c2ccccc2)c1C	-4.6
CCOC(=O)/C(=C\Nc1cccc(OCc2ccccc2)c1)NC(=O)c1ccccc1	6.0
COC(=O)CCC[C@H](C)[C@@H](NS(=O)(=O)c1ccc(C)cc1)C(C)(C)C	-2.7
O=C(Nc1ccc2c(c1)OCCO2)C(c1ccccc1)n1c(=O)c(-c2cc3ccccc3[nH]2)nc2ccccc21 (stereo not drawn)	-6.1
C[C@H](O)[C@@H]1C(=O)N2CCc3c([nH]c4ccccc34)[C@@H]2C[C@@H]1N(C)C(=O)Nc1ccc(Br)cc1	-5.6
CC(=O)N1CCCN(C(=O)C2CCN(c3ncnc4c3sc3cccc(F)c34)CC2)CC1	11.9
COc1cccc(/C=C2\CC3(OC(=O)c4ccc(Cl)cc4)CCCN2C3)c1 (stereo not drawn)	7.8
CC#CC(=O)N[C@H]1CC[C@@]23CCCN2C(=O)CCC[C@H]3[C@H]1C	-7.5
COc1ccc2c(c1)N=C(c1[nH]c3ccccc3c1CCN1C(=O)c3ccccc3C1=O)[C@]2(O)CCN1C(=O)c2ccccc2C1=O	-13.2
Cc1ccccc1CN1C(=O)CN(S(C)(=O)=O)CC1(C)C(=O)NC(C)C (stereo not drawn)	1.3
C[C@H]1O[C@@H](n2c3ccc(Cl)cc3c3ccc4c5cc(Cl)ccc5[nH]c4c32)[C@H](O)[C@H](O)[C@H]1O	0.3
Cc1ccc2c(c1)-c1c(cnn1CC(=O)NCCc1cccc(F)c1)CO2	-7.3
Cc1ccc(CN2CCCCC(NC(=O)c3c(F)cccc3F)C2=O)cc1 (stereo not drawn)	5.7
CC1=CC2=NC(=O)/C(=C\c3ccc(-c4ccc(Cl)cc4)o3)C(=N)N2O1	6.7
C#CCN1C(=O)[C@]2(OCCC=C[C@H]2C)c2cc(OC)ccc21	-2.8
CCCCNc1cccc2c1S(=O)(=O)N[C@H](C)CO2	2.4
Oc1ccc(CNc2ccccc2Br)c2cccnc12	-5.1
Nn1c(SCC(=O)NC2CCCCC2)nnc1-c1n[nH]c2c1CCC2	-1.2
COC(=O)C1CN(Cc2ccc(OC)cc2)CCS(=O)(=O)N1Cc1ccc(Cl)cc1 (stereo not drawn)	7.8
CC(C)(C)NC(=O)C(c1ccccc1F)n1c(=O)c(-c2ccccc2)nc2ccccc21 (stereo not drawn)	-1.1
Cc1ccc(-n2c(SCC(=O)Nc3ccccc3-c3ccccc3)nnc2-c2cccnc2)cc1	8.1
CC(=O)Nc1ccc(S(=O)(=O)NCC2CCN(C(=O)C(=O)c3cccs3)CC2)cc1	6.3
C[C@H]1Cn2nnc(-c3ccccc3)c2Cn2c3ccccc3c(=O)n21	5.5
Nc1ccn([C@@H]2O[C@H](C(=O)N[C@H](Cc3ccccc3)C(=O)N3CCN(CCO)CC3)[C@@H](O)[C@H]2O)c(=O)n1	-2.4
COC(=O)C1CN(Cc2cn(Cc3ccc(Cl)cc3)nn2)CCS(=O)(=O)N1Cc1ccc(Cl)cc1 (stereo not drawn)	-7.3
COc1cccc(NC(=O)Nc2nc3ncccn3c2-c2ccc(C)cc2)c1	5.6
Cc1cc(C)cc(C(=O)OCCN(C)C2CN(Cc3cn(Cc4ccccc4C(F)(F)F)nn3)S(=O)(=O)C2)c1 (stereo not drawn)	-3.7
CCOC(=O)N1C(=O)C[C@](Sc2ccc(OC)cc2)(C(=O)N(C)C)[C@H]1c1ccc(OC)cc1	-4.2
COc1ccc(C(=O)N(C)[C@H]2C[C@H]3c4[nH]c5cccc(-c6ccccc6)c5c4CCN3C[C@H]2[C@H](C)O)cc1	-8.9
COC(=O)[C@]12C[C@H](CC(=O)NCCCN3CCCC3=O)C(=O)N(Cc3ccc(Cl)cc3Cl)C1=C[C@H](C(C)(C)C)O[C@@H]2C	-14.5
COc1cccc(CNC(=O)[C@H]2CCCN2C(=O)[C@H]2CCCN2)c1	-4.2
Nc1sc2c(c1C(=O)NCCc1ccccc1)CCCC2	-7.1
COc1cccc(C(=O)n2ccc3ccc(-c4ccc5ccn(Cc6ccc(C#N)cc6)c5c4)cc32)c1	-4.8

Some of these compounds in order of formula weight, largest number first:
SMILES	PrPC TRFRET
COC(=O)[C@]12C[C@H](CC(=O)NCC3CCCCC3)C(=O)N(Cc3ccc4c(c3)OCO4)C1=C[C@H](C(C)C)O[C@@H]2C1CC1	-0.2
COc1ccc2c(c1)[C@]1(C(=O)N2C)C2=C(CCCC2=O)Oc2cc(C)oc(=O)c21	2.1
Nc1sc2c(c1C(=O)NCCc1ccccc1)CCCC2	-7.1

The listing continues:
SMILES	PrPC TRFRET
COCCCNC(=O)C[C@H]1C[C@@]2(C(=O)OC)C(=C[C@H](COCc3ccccc3)O[C@@H]2C)N(Cc2ccc3c(c2)OCO3)C1=O	1.2
CC(C)CCN1C(=O)COc2ccccc2C1c1nnnn1-c1ccc2c(c1)OCCO2 (stereo not drawn)	-5.3
O=C(CN1C(=O)[C@@H](Cc2c[nH]c3ccccc23)N=C(c2ccccc2)c2ccccc21)NC1CCCCC1	7.5
C[C@H]1[C@@H](OC(=O)NCc2cccc(Cl)c2)CC[C@@]23CCCN2C(=O)CCC[C@@H]13	-4.0
Cc1ccc(CN2C(=O)CSCC2(C)C(=O)Nc2c(C)cccc2C)cc1 (stereo not drawn)	5.4
COC(=O)C1=C(C)N(Cc2ccc(C(F)(F)F)cc2)C(=NCc2ccccc2C(F)(F)F)NC1c1ccccc1 (stereo not drawn)	-2.1
COC(=O)C1CN(Cc2cn(Cc3ccc(OC)cc3)nn2)CCS(=O)(=O)N1Cc1ccc(C)cc1 (stereo not drawn)	0.3
O=C(Nc1ccc(Cl)cc1)OC[C@@H]1CSCCS(=O)(=O)N1	7.7
C[C@H](c1ccccc1)N1C[C@@H](COCc2ccccc2)Oc2cccc(N3CCCCC3)c2S1(=O)=O	3.9
Cn1cc(CCOCc2ccc(Br)cc2)c2ccccc21	0.7
COC(=O)C1=C(C)N(Cc2ccccc2C(F)(F)F)C(=NCc2ccc(OC)cc2)NC1c1cccc(F)c1 (stereo not drawn)	-3.5
CCCCNC(=O)C[C@H]1C[C@@]2(C(=O)OC)C(=C[C@H](C3CCCC3)O[C@@H]2C)N(Cc2ccc(Cl)cc2Cl)C1=O	-2.7
COc1ccccc1CCn1cnc(-c2cccc(Cl)c2)c1CC(C)C	5.2
C[C@@H]1C[C@H](O)CCCCCC(=O)Cc2cc(O)cc(O)c2C(=O)O1	-8.4
CC(=O)Nc1c(-c2ccc(C)cc2)nc2ncccn12	13.1
CCCCNC(=O)c1nc(-c2cnccn2)oc1-c1ccc(Cl)cc1	0.9
CCS(=O)(=O)N(C)C[C@@H]1OCc2ccccc2-c2c(n(C)c3ccccc23)C(=O)N([C@H](C)CO)C[C@@H]1C	-6.0
COc1ccccc1CCn1cnc(-c2ccc(F)cc2)c1C(C)C	9.0
CC(C)CNS(=O)(=O)CC1NCCc2ccccc21 (stereo not drawn)	2.1
Cc1cc(NC(=O)COc2cc(F)cc(F)c2)n(-c2ccccc2)n1	-6.1
COC(=O)[C@@]12C[C@@H](CC(=O)NCCc3ccccc3OC)C(=O)N(Cc3ccco3)C1=CCC(C)(C)C2	-1.0
COC(=O)c1ccc2c(=O)n(CCCCCC(=O)NC3CCCCC3)c(=O)[nH]c2c1	3.2
N#CCCCc1cn(-c2cccc(-c3noc4c3C(=O)N(CC(=O)N3CCOCC3)CC4)c2)nn1	8.6
COC1=C[C@H](C(=O)NCc2ccc(Br)cc2)C(C)C(c2ccccc2)CC1=O (stereo partly drawn)	0.1
COC1=C[C@H](C(=O)NCc2ccccc2)[C@H](C)[C@@H](c2ccccc2)CC1=O	7.9
Cc1cnc(-c2nc3ccccc3n2C(C(=O)Nc2c(C)cccc2C)C2CC2)cn1 (stereo not drawn)	-8.5
CCCCCCCCN1C(=O)[C@H](CC(=O)NCC2CCCCC2)C[C@@]2(C(=O)OC)CC(C)(C)CC=C12	-18.5
CCN(CC)C(=O)CN1C(=O)C2CCCCN2C(=O)c2ccccc21 (stereo not drawn)	-0.7
COC(=O)C[C@@H]1CC[C@@H]2[C@@H](COc3ccc(NC(=O)Nc4ccccc4)cc3C(=O)N2C)O1	0.7
COc1ccc(CN2C(=O)CN(S(C)(=O)=O)CC2(C)C(=O)Nc2c(C)cccc2C)cc1OC (stereo not drawn)	-7.0

15 of the compounds above, as a markdown table.
| SMILES | PrPC TRFRET |
| --- | --- |
| C[C@@H]1C[C@H](O)CCCCCC(=O)Cc2cc(O)cc(O)c2C(=O)O1 | -8.4 |
| CC(=O)Nc1c(-c2ccc(C)cc2)nc2ncccn12 | 13.1 |
| CCCCNC(=O)c1nc(-c2cnccn2)oc1-c1ccc(Cl)cc1 | 0.9 |
| CCS(=O)(=O)N(C)C[C@@H]1OCc2ccccc2-c2c(n(C)c3ccccc23)C(=O)N([C@H](C)CO)C[C@@H]1C | -6.0 |
| COc1ccccc1CCn1cnc(-c2ccc(F)cc2)c1C(C)C | 9.0 |
| CC(C)CNS(=O)(=O)CC1NCCc2ccccc21 (stereo not drawn) | 2.1 |
| Cc1cc(NC(=O)COc2cc(F)cc(F)c2)n(-c2ccccc2)n1 | -6.1 |
| COC(=O)[C@@]12C[C@@H](CC(=O)NCCc3ccccc3OC)C(=O)N(Cc3ccco3)C1=CCC(C)(C)C2 | -1.0 |
| COC(=O)c1ccc2c(=O)n(CCCCCC(=O)NC3CCCCC3)c(=O)[nH]c2c1 | 3.2 |
| N#CCCCc1cn(-c2cccc(-c3noc4c3C(=O)N(CC(=O)N3CCOCC3)CC4)c2)nn1 | 8.6 |
| COC1=C[C@H](C(=O)NCc2ccc(Br)cc2)C(C)C(c2ccccc2)CC1=O (stereo partly drawn) | 0.1 |
| COC1=C[C@H](C(=O)NCc2ccccc2)[C@H](C)[C@@H](c2ccccc2)CC1=O | 7.9 |
| Cc1cnc(-c2nc3ccccc3n2C(C(=O)Nc2c(C)cccc2C)C2CC2)cn1 (stereo not drawn) | -8.5 |
| CCCCCCCCN1C(=O)[C@H](CC(=O)NCC2CCCCC2)C[C@@]2(C(=O)OC)CC(C)(C)CC=C12 | -18.5 |
| CCN(CC)C(=O)CN1C(=O)C2CCCCN2C(=O)c2ccccc21 (stereo not drawn) | -0.7 |

New compounds follow.
SMILES	PrPC TRFRET
c1cc2ccn(CC3CC3)c2cc1-c1ccc2ccn(CC3CC3)c2c1	0.1
COC(=O)c1cc(S(=O)(=O)NCC2CCN(C(=O)C(=O)c3cccs3)CC2)cs1	12.0
CC(C)N1Cc2nnn(Cc3ccccc3)c2-c2ccccc2S1(=O)=O	7.9
C[C@H]1COc2cc(N3CCSCC3)ccc2S(=O)(=O)N1C	6.2
O=[N+]([O-])c1ccc(Cn2ccc3ccc(-c4ccc5ccn(Cc6ccccc6)c5c4)cc32)cc1	0.3
O=C(c1ccccc1)n1ccc2ccc(-c3ccc4ccn(Cc5ccccc5)c4c3)cc21	1.6
COP(=O)(Sc1ccccc1)C(Cc1ccccc1)NC(=O)OCc1ccccc1 (stereo not drawn)	9.9
C[C@@H]1ON(C)[C@H]2C[C@H]3c4cc(-c5ccccc5)ccc4CCN3C[C@@H]12	-6.8
